Screens: PubChem BioAssay, National Center for Advancing Translational Sciences (NCATS)
KCNH2 3.1 inh – inhibitors of human KCNH2 3.1 potassium channel isoform; U2OS KCNH2 3.1, thallium flux FluxOr; active compounds read low; activity change, % (tested at about 1.8 µM); actives 0.95% (n = 340,000); AID 720553;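 active = maximum activity change below -70%; inconclusive = maximum activity change from -70% to -50%; inactive = maximum activity change above -50%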;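 also: thallium influx rate constant from kinetic fluorescence after stimulation buffer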
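FluxOr-based Tl+ influx in U2OS cells transduced with KCNH2 3.1 virus; rate constants normalized to DMSO controls.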
Numbers without * were called inactive; u = inconclusive. % is scaled to controls: 0 for no effect and ±100 for the full control effect. This is a subset; the hit share may differ from the screen's.

Preview:
SMILES	KCNH2 3.1 inh
C[C@@H]1CN([C@H](C)CO)C(=O)c2cc(Br)cnc2O[C@@H]1CN(C)C(=O)CC1CC1	-22
Cc1ccc(S(=O)(=O)N2CCC3CC2c2cc(Cl)ccc23)cc1 (configuration not stated)	-12

All compounds of this part, from the first entry:
SMILES	KCNH2 3.1 inh
C[C@@H]1CN([C@H](C)CO)C(=O)c2cc(Br)cnc2O[C@@H]1CN(C)C(=O)CC1CC1	-22
Cc1ccc(S(=O)(=O)N2CCC3CC2c2cc(Cl)ccc23)cc1 (configuration not stated)	-12
C[C@H]1CN([C@@H](C)CO)C(=O)CCCn2cc(nn2)CO[C@@H]1CN(C)C(=O)c1ccncc1	-8
CCOC(=O)C(C)(C)Oc1cccc2c1S(=O)(=O)c1ccccc1-2	10
O=C(OCc1cn([C@@H]2CN(CC3CCCCC3)[C@@H](c3ccc(Cl)cc3)C[C@H]2O)nn1)c1ccccc1	4
COc1cccc(CN(C)C(=O)c2cccc(S(=O)(=O)N3CCN(c4ccccc4)CC3)c2)c1OC	-6
CCC(=NNS(=O)(=O)c1ccc(C)cc1)c1ccccc1	2
Cc1ccc(C(=O)NCCCn2ccnc2)cc1C	19
COc1ccccc1C(=O)Nc1ccc(Nc2ccccc2)cc1	-3
C[C@@H]1Cn2cnc(C(=O)Nc3ccc(CNC(=O)OC(C)(C)C)cc3)c2C(=O)N1	-19
COc1ccc(/C=N/NC(=O)c2cccc3ccccc23)c(OC)c1OC	-4
Nc1ccc2c(c1)C(=Cc1cccnc1)c1ccccc1-2	11
COC(=O)C(Cc1c[nH]c2ccccc12)NC(=O)CCNC(=O)c1ccco1 (configuration not stated)	3
CCOc1ccc(C)cc1S(=O)(=O)Nc1cccnc1	-35
COc1ccc(CCN2CC(C(=O)NCc3ccon3)CCC2=O)cc1 (configuration not stated)	5

Taken from above:
Reading for O=C(OCc1cn([C@@H]2CN(CC3CCCCC3)[C@@H](c3ccc(Cl)cc3)C[C@H]2O)nn1)c1ccccc1 under KCNH2 3.1 inh: 4
Reading for Cc1ccc(S(=O)(=O)N2CCC3CC2c2cc(Cl)ccc23)cc1 (configuration not stated) under KCNH2 3.1 inh: -12
Reading for Nc1ccc2c(c1)C(=Cc1cccnc1)c1ccccc1-2 under KCNH2 3.1 inh: 11
Reading for CCOc1ccc(C)cc1S(=O)(=O)Nc1cccnc1 under KCNH2 3.1 inh: -35

Next entries:
SMILES	KCNH2 3.1 inh
CCCCC(=O)C1=C(N2CCCC2)CC(C)(C)CC1=O	16
c1ccc2c(c1)OC1OC2Oc2ccccc21	8
CC(C)Cn1c(N)c(C(=O)CSc2nnnn2-c2ccc(Cl)cc2)c(=O)n(C)c1=O	10
CN(C)c1ccc(C=c2c3cc([N+](=O)[O-])ccc3n3c2cc(-c2ccccc2)[n+]3C)cc1	6
C[C@@H]1CN([C@H](C)CO)C(=O)c2c(c3ccccc3n2C)-c2ccccc2CO[C@@H]1CN(C)S(=O)(=O)c1cccs1	3
COc1ccc(S(=O)(=O)Nc2cccc3ccc(O)cc23)cc1	15
ON=C1C2CC=C(c3ccccc3)C1CCC2 (configuration not stated)	1
CCN(Cc1ccccc1)C(=O)c1cccs1	-9
C(=C1c2ccccc2-c2ccccc21)c1ccncc1	2
C[C@@H]1CN([C@H](C)CO)C(=O)CCCn2nncc2CO[C@H]1CN(C)Cc1cccnc1	-6
COc1ccc(/C=C2\SC(=S)N(CCCC(=O)NC3CCCC3)C2=O)cc1OC	-7
Cc1cccc(S(=O)(=O)N(C)C[C@H]2OCc3cn(nn3)CCCC(=O)N([C@H](C)CO)C[C@@H]2C)c1	6
O=C(O)C1CCN(S(=O)(=O)c2ccc3[nH]ccc3c2)CC1	8
COc1ccc(NC(=O)c2cc(S(=O)(=O)N3CCCCC3)ccc2C)cc1S(=O)(=O)N1CCOCC1	18
Cc1nc(-c2ccc(Cl)cc2)sc1C1(C)CC(c2ccccc2Br)=NO1 (configuration not stated)	2

Ordered by molecular weight (ascending): some entries from above
SMILES	KCNH2 3.1 inh
c1ccc2c(c1)OC1OC2Oc2ccccc21	8
CCN(Cc1ccccc1)C(=O)c1cccs1	-9
C(=C1c2ccccc2-c2ccccc21)c1ccncc1	2
O=C(O)C1CCN(S(=O)(=O)c2ccc3[nH]ccc3c2)CC1	8
COc1ccc(/C=C2\SC(=S)N(CCCC(=O)NC3CCCC3)C2=O)cc1OC	-7
Cc1cccc(S(=O)(=O)N(C)C[C@H]2OCc3cn(nn3)CCCC(=O)N([C@H](C)CO)C[C@@H]2C)c1	6

(cont.)
SMILES	KCNH2 3.1 inh
Cc1[nH]c(C)c2c(=O)n(Cc3ccccc3Cl)ncc12	0
CC(C)=NOc1nc(NC(=O)NS(=O)(=O)c2ccccc2Cl)nc(N(C)C)n1	8
O=C(NNCc1ccccc1)c1ccccc1	-11
CCCCCCn1c(=O)n2n(c1=O)[C@@H]1CN(S(=O)(=O)c3ccc(C)cc3)C[C@]1(O)[C@@H](OC(=O)NC1CC1)C2	1
S=c1[nH]nc(NC2CCCCC2)s1	8
COC(=O)C1(C(=O)OC)C2C(=O)C3C(C21)C3(C(=O)OC(C)(C)C)C(=O)OC(C)(C)C (configuration not stated)	-1
CCCCCC(=O)N1C[C@H](n2cc(-c3ccc(F)cc3)nn2)[C@@H](O)C[C@@H]1c1ccc(C)cc1	-8
O=C1CCC(C(=O)N(CCO)Cc2ccccc2)CN1CCc1cccc(F)c1 (configuration not stated)	12
CCOC(=O)c1c(C)[nH]c(C(=O)OC(C)C(=O)NC2(C#N)CCCCC2)c1C (configuration not stated)	3
O=[N+]([O-])c1cccc(S(=O)(=O)Nc2ccc(S(=O)(=O)N3CCCC3)cc2)c1	-3
COC(=O)c1ccc(NC(=O)CN2CCC(NC(=O)c3ccccc3F)CC2)cc1	4
C#CCN1N=C(c2ccc(C)cc2)CSC1=O	14
O=C(O)c1cccc(O)c1O	1
C/C(=C\C(=O)c1ccccc1)Nc1ccc(Cl)c(Br)c1	5
Cc1ccc(C)c(C(=O)COC(=O)c2cc(S(=O)(=O)N3CCOCC3)ccc2F)c1	2
C=CC[C@]12C=C(OC)C(=O)C(OC)=C1O[C@@H](c1ccc3c(c1)OCO3)[C@H]2C	-8
COCCCn1c(=N)c(C(N)=S)cc2c(=O)n3cccc(C)c3nc21	-11
COc1ccc(S(=O)(=O)N(C)C[C@H]2Oc3cc(Br)ccc3S(=O)(=O)N([C@H](C)CO)C[C@H]2C)cc1	-10
O=C(CNS(=O)(=O)c1ccc(F)cc1)N1CCCC1	7
CCN(C(=O)CSc1nnc(C)n1-c1ccc(C)cc1)c1c(N)n(Cc2ccccc2)c(=O)[nH]c1=O	-1
C[C@@H]1CN([C@H](C)CO)C(=O)Cc2cc(NC(=O)CCC(F)(F)F)ccc2O[C@@H]1CN(C)S(=O)(=O)c1ccccc1	23
CC(NC(=O)CSc1ccc(S(=O)(=O)N2CCOCC2)cn1)c1ccc(Cl)cc1Cl (configuration not stated)	-6
CCCCOc1ccccc1C1NC(=O)NC(C)=C1C(=O)OCCOC (configuration not stated)	-1
COC(=O)C(C)Oc1ccc(Cl)c(CN2OCC(C)(C)C2=O)c1 (configuration not stated)	19
COc1ccc(CCc2ccnc3ccccc23)cc1	-1
CCCCCCN1C[C@@H](n2cc(C3CC3)nn2)[C@H](O)C[C@@H]1c1ccccc1	7
NC(=O)C1(N2CCCCC2)CCN(C(=O)c2cc(COc3c(F)cccc3F)on2)CC1	-13
COC(=O)[C@@]12CCCCN1[C@H](c1ccc(-c3ccc(Cl)c(Cl)c3)c(OC)c1)[C@@H]1C(=O)N(C)C(=O)[C@@H]12	-10
O=C1C(=Cc2ccccc2[N+](=O)[O-])Cc2ccccc21	-23
O=C(O)C1=C[C@@H](c2ccc(C(F)(F)F)cc2)C[C@@H](OCCCCO)O1	8
O=C1CC2CC1C(C(=O)O)C2C(=O)O (configuration not stated)	13
C[C@@H]1CN([C@@H](C)CO)C(=O)CCCn2nncc2CO[C@H]1CN(C)Cc1ccc(-c2ccccc2)cc1	-10
CCOC(=O)N(C)C[C@@H]1OCc2cnnn2CCCC(=O)N([C@H](C)CO)C[C@H]1C	-5
COc1ccc(OC)c(NC(=O)C(C#N)=Cc2ccco2)c1	15
CC(=O)NC(Cc1ccccc1)C(=O)Oc1ccc2ccccc2c1 (configuration not stated)	40
O=C(NCc1nnnn1-c1ccc(F)cc1)c1ccc(S(=O)(=O)N2CCOCC2)cc1	-7
COC(=O)CCC(C(=O)CN1C(=O)c2ccccc2C1=O)N1C(=O)c2ccccc2C1=O (configuration not stated)	-2
CCOC(=O)c1cc(OCC)c2c(ccc3cc(OC)ccc32)n1	12
C[C@H]1CN([C@@H](C)CO)S(=O)(=O)c2ccc(Br)cc2O[C@H]1CN(C)C(=O)c1cccnc1	33
C[C@@H]1CN([C@@H](C)CO)C(=O)c2cc(Br)cnc2O[C@H]1CN(C)C(=O)Nc1ccccc1	u
Cc1ccc(S(=O)(=O)N2C[C@@H](C)[C@]3(C2)[C@H](O)[C@H](OC(=O)NCc2ccccc2F)C[C@H]2C(=O)N(c4ccccc4)C(=O)[C@H]23)cc1	19
COC(=O)C[C@@H]1C[C@H]2c3cc(NC(=O)CC4CC4)ccc3O[C@H]2[C@@H](CO)O1	-2
CC(C)(C)c1ccc(C(=O)NCCC(=O)NCc2ccc(F)cc2)cc1	-3
N#CC1(Nc2cccc(Cl)c2)CCCC1	9
Cc1ccc(C(=O)C=CC=Cc2ccccc2)cc1	-9
Cc1cc(C(=O)c2ccc3ccccc3c2)c(C)o1	15
Cc1cccc(C)c1NC(=O)CN1CCc2ccccc2C1	0
O=C(Nc1cccc(Cl)c1Cl)c1ccco1	12
C[C@H]1CN([C@@H](C)CO)C(=O)CCCn2nncc2CO[C@@H]1CN(C)Cc1ccccc1C(F)(F)F	-11
Clc1ccccc1NN(Cc1ccncc1)c1ccccc1Cl	-17
Cc1ccc(S(=O)(=O)N(C)C[C@H]2OCCCC[C@H](C)Oc3ccc(NC(=O)Nc4cccc5ccccc45)cc3C(=O)N([C@@H](C)CO)C[C@H]2C)cc1	3
NC(CSC(c1ccccc1)(c1ccccc1)c1ccc2c(c1)OCO2)C(=O)O (configuration not stated)	-4
Cc1ccc(C(=O)N2CCCc3ccccc32)c(Cl)c1	1
